# Compound activity: PubChem, several laboratories
# ARFGAP1 inhibitor = inhibitors of rat ARFGAP1; Q62848; Arfgap1-stimulated ARF1 GTP hydrolysis, GDP FP detection; inhibition, % at 16.5 µM; 360,000 tested, 0.26% active;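 active = inhibition above a per-plate limit, mean inhibition of low control wells plus 3 SD, cut at about 25% in these data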;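 also: 0% = DMSO wells with enzyme and 100% = wells lacking Arfgap1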
#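 System: truncated rat Arfgap1 GAP domain / Medium: HEPES-based buffer, pH 7.5 / Also added: N-terminally truncated human ARF1-GTP substrate / Incubation: enzyme reaction 120 min at 25 °C after 20 min preincubation / Measured by: FP of antibody-bound GDP Alexa 633 tracer, ex 620/em 688 nm / Replicates: singlicate, each compound tested once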
# HTRA1 inhibitor = blocks human HTRA1 serine peptidase; Q92743; inhibition, % at 5.96 µM; 340,000 tested, 0.5% active; recombinant HTRA1, FP-rhodamine activity-based probe, fluorescence polarization; in the data active = inhibition above about 36%;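 also: 0% = enzyme with DMSO and 100% = wells lacking enzyme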
# rCAG RNA binder = r(CAG) repeat RNA binding; 370,000 tested, 1.3% active; TO-PRO-1 dye displacement fluorescence; inhibition, % at 3 µM;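 active = inhibition above the plate cutoff, the mean of all test compounds on that plate plus 3 SD, cut at about 35% in these data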;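 also: 0% = DMSO alone and 100% = 100 µM mitoxantrone as full dye displacement; higher means more dye released from RNA so lower well fluorescence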
# ASAP1 inh = inhibitors of human ASAP1 ArfGAP activity; inhibition, % at 16.5 µM; AID 624377; ASAP1-stimulated ARF1 GTP hydrolysis, GDP FP detection; 360,000 tested, 0.19% active; Q9ULH1; in the data active = inhibition above about 25%;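 also: 0% = vehicle with enzyme and substrate and 100% = no enzyme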
# NR1D1 modulator = Rev-erb alpha (human) modulation | Rev-erbα–FITC-DNA binding, fluorescence polarization, 90 min | activity, % at 10 µM | 370,000 tested, 0.79% active;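 active = activity above about 14%, limit read from the data; passing the limit was not always enough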;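 also: 0% = DMSO wells with 35 nM protein and 100% = DMSO wells with 750 nM protein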
# ABHD4 inh = ABHD4 (mouse) inhibition, primary FP screen | 370,000 tested, 0.54% active | inhibition, % at 8.92 µM | purified mABHD4, FP-Rh probe fluorescence polarization | Q8VD66;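 active = inhibition exceeding the mean over every tested compound plus 3 SD, cut at about 30% in these data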;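 also: 0% = plate median of compound wells and 100% = S159A mutant with DMSO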
#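 Test system: mABHD4 protein; Read-out basis: % inhibition; Incubation: 45 min + 60 min at 25 °C; Repeats: single replicate; Technique: fluorescence polarization with parallel and perpendicular emission, 525/598 nm; Compound: 8.92 µM, single dose; Benchmarks: full inhibition S159A mutant plus DMSO, zero as sample-well median.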
# NPR1 activator = GC-A (human) enzyme activation. HEK293 GC-A cells, cGMP TR-FRET, EC30 ANP; 0% at EC30 ANP, 100% saturating ANP. activation, % at 10 µM. 370,000 tested, 0.14% active. AID 1671463; in the data active = activation above about 40%
# Target sequence (P16066 whole entry, looked up): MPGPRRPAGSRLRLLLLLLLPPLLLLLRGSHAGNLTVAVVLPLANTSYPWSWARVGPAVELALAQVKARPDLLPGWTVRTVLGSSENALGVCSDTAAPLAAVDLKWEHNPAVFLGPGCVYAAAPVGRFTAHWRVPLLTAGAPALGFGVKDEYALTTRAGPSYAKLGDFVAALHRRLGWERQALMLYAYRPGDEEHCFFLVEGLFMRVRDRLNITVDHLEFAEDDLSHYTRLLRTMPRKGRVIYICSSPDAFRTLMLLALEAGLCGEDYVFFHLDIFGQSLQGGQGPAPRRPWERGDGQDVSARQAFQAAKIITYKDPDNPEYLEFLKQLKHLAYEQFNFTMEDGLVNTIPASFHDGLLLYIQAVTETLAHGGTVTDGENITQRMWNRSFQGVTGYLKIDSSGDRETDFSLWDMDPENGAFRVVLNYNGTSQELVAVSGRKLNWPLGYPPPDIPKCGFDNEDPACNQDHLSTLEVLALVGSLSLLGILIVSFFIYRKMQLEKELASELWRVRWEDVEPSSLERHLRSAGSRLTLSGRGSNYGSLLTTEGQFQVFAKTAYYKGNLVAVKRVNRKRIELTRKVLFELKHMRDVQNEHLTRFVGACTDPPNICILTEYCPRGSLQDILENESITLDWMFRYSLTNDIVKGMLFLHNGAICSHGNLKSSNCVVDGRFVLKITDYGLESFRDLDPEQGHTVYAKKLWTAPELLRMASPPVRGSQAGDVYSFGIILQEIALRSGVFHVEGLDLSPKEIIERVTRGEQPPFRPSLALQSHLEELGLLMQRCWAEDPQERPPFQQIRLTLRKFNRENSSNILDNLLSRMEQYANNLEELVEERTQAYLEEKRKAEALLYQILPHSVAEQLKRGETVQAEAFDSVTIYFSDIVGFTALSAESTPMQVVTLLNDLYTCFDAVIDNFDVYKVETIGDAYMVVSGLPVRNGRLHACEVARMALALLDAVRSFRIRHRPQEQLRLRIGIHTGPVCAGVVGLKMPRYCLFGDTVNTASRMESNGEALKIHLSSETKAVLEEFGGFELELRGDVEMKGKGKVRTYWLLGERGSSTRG
# PG9 Ab binder = PG9 antibody binding by small molecule; TR-FRET gp120-PG9 antibody binding; inhibition, % at 6.7 µM; 360,000 tested, 0.43% active; AID 624416; in the data active = inhibition above about 8.5%
# SMARCA2 activ = SMARCA2 function activation, primary screen; MG213 cells, MMTV-luciferase reporter, dexamethasone, overnight; 370,000 tested, 1% active; activation, % at 9.1 µM; in the data active = activation above about 7.8%;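 also: 0% = vehicle wells and 100% = reference activator wells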
# NPR2 activator = GC-B (human) receptor activation; HEK293-GC-B cells, CNP EC30, cGMP TR-FRET; 0% at EC30 CNP, 100% saturating CNP; activation, % at 10 µM; P20594; 370,000 tested, 0.11% active;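 active = activation at 10 µM reaching about 35% in either raw or pattern-adjusted values, limit read from the data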
# * = called active by the depositor; nt = not tested or not shown; & = joins results of further samples. Compounds were not picked by outcome; any-hit rate near 4.4%.
Compound,ASAP1 inh,SMARCA2 activ,NPR1 activator,HTRA1 inhibitor,rCAG RNA binder,PG9 Ab binder,ARFGAP1 inhibitor,NPR2 activator,NR1D1 modulator,ABHD4 inh
FC(F)(F)c1ccc2c(c1)[nH]c(=S)n2C1CC1,-5.5,3.1,1.3,-0.2,-0.3,0.6,13.9,6.5,1.7,0.8
Cc1cc(C)n(-c2nc3ccccc3nc2Nc2ccc3c(c2)OCO3)n1,-4.5,-1.3,27.1,9.0,6.4,0.1,8.2,-9.0,-6.0,1.9
Cc1ccc(-c2nc3c(Cl)cc(C(F)(F)F)cn3c2Cc2cccc(F)c2)cc1,-1.1,-2.9,4.1,nt,13.8,-1.3,6.9,-1.4,-8.2,-26.3
COCCCNC(=O)[C@H]1N2C(=O)c3ccccc3C2SC1(C)C (some centres not stated),14.1,5.5,0.4,3.3,-3.8,-3.3,4.3,0.3,3.3,3.2
Cc1cccc(NC(NC(=O)Cc2ccccc2)C(Cl)(Cl)Cl)c1 (configuration not stated),-4.9,-6.1,-7.6,-11.5,3.3,-0.5,0.6,-7.6,-0.2,-10.8
O=C(CCC(=O)c1cccs1)NNC(=O)c1cc(Cl)ccc1Cl,2.2,-1.9,0.0,1.1,5.4,0.1,-3.2,2.2,1.1,-4.5
CCN1CCC(N2CCN(c3ccccc3OC)CC2)CC1,9.7,-3.0,4.7,2.5,-4.1,-0.8,0.3,1.8,-4.0,1.9
CCOc1ccc(CCNC(=O)CCc2nc(-c3ccc(C)cc3)no2)cc1OCC,1.3,1.4,-1.3,-1.8,-4.1,-2.2,1.2,0.7,-6.8,2.5
CC1=C(C(=O)N2CCOCC2)CC(CC(=O)NCC2CCCCC2)C(=O)N1Cc1ccccc1 (configuration not stated),3.8,6.0,2.6,4.8,3.0,-0.3,-9.5,-4.8,-0.3,-0.5
CNC(=O)c1sc2nc(-c3ccc(OC)cc3)cn2c1C,3.4,6.4,1.8,-2.1,3.1,-1.8,3.2,-6.9,2.6,0.2
Cc1cc2nc(-c3ccccc3Br)n(/C=C(\c3ccccc3)n3c(=O)[nH]c4ccccc43)c2cc1C,-7.8,-2.2,12.2,nt,7.1,-0.2,0.3,9.5,3.1,3.0
CCOc1ccccc1N(CC(=O)Nc1ccc(S(=O)(=O)N2CCCC2)cc1)S(C)(=O)=O,-0.7,-3.9,0.9,0.1,0.5,-2.8,9.6,0.8,1.6,-5.6
CCOC(=O)C1=NN(c2ccccc2C)C2=NC(C)=C(C(=O)OC)C(c3cccc(OC)c3)N12 (configuration not stated),1.6,-1.3,-33.5,-6.9,-4.0,-2.4,1.2,-13.2,-3.0,-5.3
Cc1ccc(S(=O)(=O)NCCSc2nncn2C)cc1,6.4,1.7,3.1,5.5,1.0,0.8,13.8,4.3,4.8,8.1
Cc1cccc(NC(=O)CNC(=O)CN2C(=O)NC3(CCCc4ccccc43)C2=O)c1C (configuration not stated),-8.7,-2.8,2.3,-5.9,-1.4,-0.7,-3.1,6.3,-2.2,2.0
CC(OC(=O)c1ccc2c(=O)n3c(nc2c1)CCCCC3)C(=O)Nc1ccc(F)cc1Cl (configuration not stated),-0.4,-2.6,3.8,8.5,2.9,1.9,-5.3,-3.8,-6.5,-0.7
CCOc1cccc(-c2nnc3n2N=C(c2ccc(OC)cc2)CS3)c1,nt,-2.8,9.7,nt,2.4,nt,nt,6.4,6.1,-10.2
COc1ccc(NC(=S)N2CCC(C(=O)c3ccc(F)cc3)CC2)c(OC)c1,11.7,-1.6,0.2,1.2,-1.6,-0.9,6.9,4.4,4.0,22.7
O=C(NCC(c1ccco1)N1CCc2ccccc21)c1cccc(F)c1 (configuration not stated),4.2,-1.4,-3.0,-3.0,-2.7,-1.2,3.1,-6.8,-2.3,5.5
O=C(NC1CCN(Cc2ccccc2)CC1)c1ccc(Oc2cc(Cl)cc(Cl)c2)o1,0.9,3.4,-1.5,0.4,-0.9,-3.8,1.4,-4.7,0.6,-5.0
COCCn1nnnc1C(c1cccs1)N1CCN(c2cccc(C(F)(F)F)c2)CC1 (configuration not stated),5.8,-1.9,-6.1,1.3,-7.8,-0.8,-0.9,1.2,0.7,-0.2
Cc1cccc(CNC(=O)C2CCC(=O)N(CC3CCCCC3)C2)c1 (configuration not stated),-4.4,-0.3,-0.4,-4.6,-0.9,-0.7,-3.4,-7.1,2.1,3.5
CC(C)C(C(=O)NCC1CCCO1)N(C(=O)CNS(=O)(=O)c1ccc(F)cc1)c1ccccc1 (configuration not stated),9.4,-1.5,1.6,4.4,-3.9,-0.5,-5.5,-0.6,-2.3,-2.2
CCOC(=O)C1=NOC2(C1)C(=O)Nc1ccc(OC(F)(F)F)cc12 (configuration not stated),3.5,-2.1,12.2,nt,1.2,-2.8,15.8,9.3,1.2,7.8
CCn1c(SCC(=O)NNC(=O)c2ccc(C)cc2)nnc1C1CC1,3.8,-3.5,1.9,6.3,-2.5,1.4,4.3,2.2,3.5,-2.8
CCCCNC(=S)Nc1cccc(S(=O)(=O)NC2=NCCC2)c1,-20.6,-1.4,-1.4,0.2,0.1,0.5,-4.9,0.3,-4.1,3.0
Cc1nc2c(cnn2-c2ccccc2)c(=O)n1/N=C/c1ccccc1,-7.8,0.7,-2.1,8.2,-2.3,-2.1,8.9,-0.8,3.9,-4.6
N#C/C(=N\Nc1ccccc1[N+](=O)[O-])C(=N)N1CCCCC1,17.0,5.1,-0.1,6.1,1.4,-1.4,9.1,-7.3,3.6,5.1
CC(Cc1cccs1)NC(=S)Nc1ccc(F)cc1 (configuration not stated),-3.2,-0.4,0.4,1.5,-2.5,-4.1,2.9,-2.0,0.0,-4.6
CCC1(CC)C(=O)C(C)(C)C(=O)OC1c1ccccn1 (configuration not stated),-11.4,-0.4,-4.1,5.7,-0.7,-1.6,2.5,5.7,-1.8,-1.4
COc1ccc2c(c1)cc(C(=O)N[C@@H](CCSC)C(=O)N1CCC[C@H]1C(=O)O)n2C,-1.7,-0.9,1.0,5.2,7.4,1.2,3.8,-3.1,8.2,3.4
CC1(C)CC(=O)C2=C(C1)OC(N)=C([N+](=O)[O-])C2c1cccs1 (configuration not stated),-1.3,-2.6,2.7,0.8,-2.4,-1.2,8.9,1.2,-4.8,4.8
CCCCCC(O)c1cccc(OCc2ccc3ccccc3n2)c1 (configuration not stated),5.2,-7.1,-1.4,-44.1,1.4,-1.6,12.2,0.4,-2.2,-53.5
COC(=O)[C@]12C[C@H](CC(=O)N3CCN(C(=O)C4CC4)CC3)C(=O)N(Cc3ccccc3)C1=C[C@H](C(C)C)O[C@@H]2C1CC1,1.5,-4.6,1.1,nt,1.1,2.3,5.5,-1.6,1.0,7.1
CCOc1cccc2sc(N(CCN(CC)CC)C(=O)c3ccc(S(=O)(=O)N4CCCCC4)cc3)nc12,-5.0,0.3,0.8,6.3,-7.0,0.4,-7.6,2.2,-0.2,2.9
CCCCC1Cc2[nH]c(=S)[nH]c(=O)c2C(C(C)C)O1 (configuration not stated),-11.7,-2.3,-2.3,nt,2.9,-2.0,-4.6,-11.7,0.9,-2.2
O=C(O)CSCC(=O)N1CCCCC1,6.6,0.1,0.6,-3.5,-2.0,0.7,-4.8,-6.3,2.5,-3.1
COC(=O)C[C@H]1C=C[C@H](NC(=O)Cc2ccccc2)[C@@H](CO)O1,14.4,-4.2,1.9,nt,-0.1,-1.6,17.7,0.5,-3.2,3.6
CCc1cccc(C)c1NC(=S)NCC(c1cccnc1)N(C)C (configuration not stated),-1.4,3.6,-1.7,0.1,-5.1,-1.0,6.2,-4.3,3.0,4.2
CCC(c1nc2ccccc2[nH]1)n1c(=O)c(-c2cccs2)nc2ccccc21 (configuration not stated),-4.7,-3.4,-17.9,nt,5.8,1.1,-0.6,-12.4,-2.2,-14.6
O=C(Nc1ccccc1)c1ccc(S(=O)(=O)Nc2cccc(O)c2)cc1,9.7,-1.9,-15.5,-25.4,4.8,-0.4,20.1,-8.3,-2.7,-12.0
CC(C)(C)OC(=O)NCc1ccc(CNC(=O)c2ncn(Cc3ccccc3)c2C(=O)NCc2ccc(CNC(=O)OC(C)(C)C)cc2)cc1,2.0,-1.7,-3.9,-7.0,0.9,-1.1,3.1,5.0,2.2,7.0
CSc1nc(C)cc(/C=C\c2ccccc2)c1C#N,-5.1,5.0,-0.3,-11.9,-0.4,-2.7,7.7,-4.9,8.7,5.6
COc1ccc2c(c1)CCc1cn3ncc(C#N)c3nc1-2,1.6,-1.7,6.0,-5.2,3.9,-6.0,2.2,5.4,-2.2,-3.9
COC(=O)/C=C1/N/C(=N\c2nc(C)cc(C)n2)N(c2ccccc2)C1=O,8.2,-2.8,-1.5,6.2,2.1,1.0,-9.4,3.9,-2.9,8.4
Cc1cn(-c2cc(C(=O)Nc3ccc(C)c(NC(=O)N4CCNC4=O)c3)cc(C(F)(F)F)c2)cn1,8.6&5.6,-2.5&-0.1,3.1&5.6,-6.3&1.9,0.4&-2.4,1.6&-0.5,23.4&13.6,11.4&3.5,-20.8&-16.8,7.2&2.6
Cc1cc(-c2n[nH]c(=S)n2/N=C/C=C/c2ccccc2)n[nH]1,2.1,-0.6,0.0,-2.5,7.2,0.2,12.4,-7.9,-3.2,5.8
COc1cc(NC(=O)COC(=O)c2ccc([N+](=O)[O-])s2)cc(OC)c1OC,-1.3,-1.5,-0.6,32.0,0.5,-3.8,-3.7,-4.0,-2.3,-2.3
CCC1(C)NC(=O)N(CC(=O)Nc2cc(C)on2)C1=O (configuration not stated),4.8,-0.7,-2.4,5.8,-0.9,0.8,-9.0,2.2,1.9,6.3
CCCNC(=O)NC(=O)c1cnccc1C(F)(F)F,3.6,-3.8,1.7,5.8,-3.8,-0.9,2.0,2.8,-1.6,-11.1
CC(C)OC(=O)c1c(N)sc2c1CCCC2,0.8,-3.4,1.0,1.0,7.6,-2.4,8.9,2.2,-4.8,3.4
CC(=O)N1CCCC1(C(=O)O)c1ccccc1 (configuration not stated),18.9,-3.2,-3.7,-0.4,-0.6,-0.4,4.7,-1.1,-1.0,-14.8
